Screens as filed in PubChem.
USP10 block = inhibitors of human USP10 deubiquitinase | Q14694 | purified USP10, Ub-rhodamine fluorescence, 60 min | inhibition, % at 20 µM | actives 1.1% (n = 47,000)
USP28 inh = human USP28 deubiquitinase inhibition | actives 3% (n = 47,000) | inhibition, % at 25 µM | Q96RU2 | AID 1645857 | purified USP28, Ub-rhodamine cleavage fluorescence, 30 min
USP7 inh = human USP7 deubiquitinase inhibition. purified USP7, Ub-rhodamine cleavage fluorescence. inhibition, % at 20 µM. actives 0.3% (n = 47,000). AID 1645854
OTUD3 block = human OTUD3 deubiquitinase inhibition; Q5T2D3; purified OTUD3, Ub-rhodamine fluorescence, 2 h; inhibition, % at 25 µM; actives 0.7% (n = 47,000); AID 1645858
Target sequence (Q5T2D3 whole entry, looked up): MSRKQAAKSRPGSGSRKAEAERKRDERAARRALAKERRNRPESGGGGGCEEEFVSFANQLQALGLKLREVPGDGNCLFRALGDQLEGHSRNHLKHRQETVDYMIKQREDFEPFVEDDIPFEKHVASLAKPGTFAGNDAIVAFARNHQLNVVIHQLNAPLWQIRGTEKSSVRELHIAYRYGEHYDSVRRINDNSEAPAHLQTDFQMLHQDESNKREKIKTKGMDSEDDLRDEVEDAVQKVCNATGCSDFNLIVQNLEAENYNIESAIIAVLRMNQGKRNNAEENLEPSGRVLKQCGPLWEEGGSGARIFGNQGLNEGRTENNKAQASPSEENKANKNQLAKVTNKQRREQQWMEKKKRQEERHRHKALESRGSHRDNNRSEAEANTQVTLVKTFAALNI
USP8 block = human USP8 deubiquitinase inhibition. P40818. purified USP8, Ub-rhodamine cleavage fluorescence, 30 min. inhibition, % at 20 µM. actives 4.2% (n = 47,000). AID 1645853
USP17 inh = blocks human USP17 ubiquitin-rhodamine cleavage; A8MUK1; purified USP17, Ub-rhodamine cleavage fluorescence, 3 h; inhibition, % at 50 µM; actives 6.5% (n = 47,000); AID 1645855
USP30 inh = blocks human USP30 ubiquitin-rhodamine cleavage | purified USP30, Ub-rhodamine cleavage fluorescence | inhibition, % at 25 µM | actives 5.3% (n = 47,000) | AID 1645860
UCHL1 inh = blocks human UCHL1 ubiquitin-rhodamine cleavage; purified UCHL1, Ub-rhodamine cleavage fluorescence; inhibition, % at 20 µM; actives 0.2% (n = 47,000); AID 1645859
Target sequence (P09936 whole entry, looked up): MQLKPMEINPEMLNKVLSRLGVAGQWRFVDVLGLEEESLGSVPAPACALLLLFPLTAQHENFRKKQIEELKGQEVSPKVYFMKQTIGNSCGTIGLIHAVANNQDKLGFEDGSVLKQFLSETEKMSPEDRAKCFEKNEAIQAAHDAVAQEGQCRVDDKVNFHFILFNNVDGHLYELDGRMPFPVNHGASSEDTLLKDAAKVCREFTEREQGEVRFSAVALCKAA
The depositor's hits bear a star; i = inactive; . = no result given. No stated cut-off is given here; in the data, active means inhibition above about 30%; inactive means the rest.

SMILES | USP10 block | USP28 inh | USP7 inh | OTUD3 block | USP8 block | USP17 inh | USP30 inh | UCHL1 inh
COc1ccnc(N2CCC(C3CCCCCN3C(N)=O)CC2)n1 (stereo not drawn) | -0.6 | 2.4 | 2.1 | 3.5 | 10.3 | 6.4 | 8.8 | -0.8
O=c1nc2ccccc2c2n1CC(CN1CCN(c3ccccc3F)CC1)N2 (stereo not drawn) | -0.8 | -5.8 | -0.2 | -3.6 | -3.3 | -2.5 | 2.6 | -1.3
COc1ccc(C(CC(=O)Nc2ccc(Cl)cc2F)NC(=O)C(F)(F)F)cc1 (stereo not drawn) | 5.7 | -6.2 | 3.8 | 1.7 | 1.3 | 30.7* | 11.8 | -1.3
COc1ccc(-c2[nH]c3ncccc3c2CN(C)Cc2ccccc2)cc1 | 8.9 | 13.1 | 14.4 | 3.3 | 10.7 | -5.9 | -1.5 | 6.7
Cc1cc2c(cc1S(=O)(=O)N(C)CCCc1ccco1)OCC(=O)N2 | 2.0 | 2.6 | -20.6 | -4.5 | 4.8 | 0.0 | -11.1 | -2.2
CCOCCCn1c(SCC(=O)Nc2ccccc2C(F)(F)F)nc2ccccc2c1=O | 3.0 | 18.3 | -0.4 | 8.0 | 0.3 | 44.1* | 55.4* | -0.1
Cc1ccc(-n2c3c(c(=O)[nH]c2=O)CN(Cc2ccco2)CN3)cc1C | -2.2 | -10.0 | -0.9 | -8.1 | -50.9 | -13.9 | -28.4 | -0.8
O=c1nc(SCc2ccccc2Cl)c2c(n1Cc1cccnc1)CCC2 | -6.4 | -216.9 | -91.2 | -186.6 | -179.0 | -136.1 | i | -64.4
Cc1ccnc(SCc2cc(=O)c(OC(=O)c3c(F)cccc3Cl)co2)n1 | 0.3 | 15.9 | 8.1 | 3.8 | 31.1* | 38.8* | 26.5 | 6.2
CCc1ccc(N2CC(c3nnc(NC(=O)Cc4ccc(C)cc4)s3)CC2=O)cc1 (stereo not drawn) | 10.8 | 16.7 | 10.8 | 29.4 | -70.1 | 49.6* | 32.7* | 0.2
COc1ccc(OC)c(NC(=O)CNC(c2ccccc2)c2ccccc2)c1 | 5.4 | 17.5 | -2.6 | 22.5 | 28.4 | 12.1 | 33.2* | 8.7
CSCC[C@@H](NC(=O)C1CCC(CNC(=O)Cn2c(=O)[nH]c3ccccc3c2=O)CC1)C(=O)O (stereo partly drawn) | 1.5 | 2.8 | 4.4 | 9.9 | -108.7 | -4.6 | 10.0 | 2.7
CCOC(=O)c1ccc(NC(=O)Cc2sc(Nc3ccc(O)cc3)nc2O)cc1 | 3.5 | -3.2 | -0.7 | -2.2 | 0.5 | 24.4 | -13.1 | 3.5
OCc1cn(-c2ccccc2)nc1-c1cccnc1 | 2.0 | 1.6 | 2.7 | 7.2 | 8.8 | 5.9 | 3.8 | 3.0
CC(=O)Nc1cccc(C(=O)Nc2ccc(N3CCCC3=O)cc2)c1 | 1.8 | 21.8 | 6.1 | 17.2 | 2.6 | 12.6 | 25.0 | 4.9
Cc1ccc(C(=O)Nc2cccc(-c3nn4c(C)nnc4s3)c2)cc1C | -1.4 | -0.6 | 6.2 | -1.8 | -2.2 | 9.8 | -42.0 | 4.7
CCNC(=O)NC1CCN(c2nc3cccnc3n(Cc3ccccc3)c2=O)CC1 | 0.1 | 2.8 | -10.8 | -0.1 | -12.4 | -1.6 | -16.9 | -5.7
CCc1nc(NCCc2ccccc2)c(C#N)c2c1CCCC2 | -5.5 | -22.1 | 8.4 | 0.1 | -12.0 | -16.4 | -34.2 | -2.1
COCCOc1ccc(CCC(=O)O)cc1NC(=O)c1ccc(Cl)cc1 | 0.9 | -5.6 | 0.0 | -3.3 | -37.3 | -5.2 | -0.4 | -4.1
Cc1cc(C(=O)CSc2nnc(-c3ccc(F)cc3)n2C)c(C)n1C | -8.6 | -21.9 | 0.4 | -12.0 | 0.7 | -12.5 | -35.0 | -5.5
CO[C@H]1/C=C/C=C\C=C\C[C@@H](OC(=O)[C@H](C)NC(=O)C2CCCCC2)[C@H](C)[C@@H](O)/C(C)=C\CCC2=CC(=O)C=C(NC(=O)C1)C2=O | -2.8 | 3.8 | 9.6 | 1.2 | -10.3 | 45.7* | -13.6 | 2.4
O=C(Nc1ccc2ccccc2n1)c1ccccc1Cl | 0.2 | 19.9 | 1.6 | 10.2 | 23.8 | 19.9 | 17.0 | 2.4
CSc1ccccc1C(=O)Nc1ccc(S(=O)(=O)N2CCCC2)cc1 | 3.7 | 0.2 | 3.5 | -1.9 | 13.3 | -3.7 | 9.2 | 0.7
Cc1cc(C)n(-c2ncc(NC(=O)c3ccc(Br)o3)cn2)n1 | 4.2 | 29.1 | -12.9 | -27.2 | -30.9 | -0.2 | -52.1 | -0.5
COc1ccc(C(=O)N2CCC3(C2)C(=O)Nc2ccccc23)c(OC)c1 (stereo not drawn) | -1.7 | 10.5 | 4.7 | 4.5 | 2.9 | 3.6 | 16.3 | 2.3
Cc1cccc(-n2c(=O)[nH]c3c(C(N)=O)nc(C4CCCCC4)nc32)c1 | 6.8 | 23.9 | 4.5 | 16.5 | 22.9 | 27.7 | 49.1* | 5.7
CCCC1Cc2c(sc3nc(SCc4ccc(Cl)cc4)nc(N)c23)CO1 (stereo not drawn) | 3.0 | . | -20.8 | 1.3 | -1.7 | 0.1 | . | -1.2
COc1ccc(NC(=O)c2cccnc2Nc2ccc(Cl)cc2)cc1 | 6.0 | 1.8 | 9.1 | 22.0 | -40.5 | -0.5 | 17.0 | 6.4
COc1ccc(C(=O)N/C(=C/c2cccnc2)C(=O)Nc2ccc(F)cc2)cc1OC | -4.4 | -5.0 | -1.9 | -50.3 | -0.9 | -3.1 | -14.8 | 1.4
Cc1[nH]c(C(=O)NCc2ccc(F)cc2)c(C)c1S(=O)(=O)N1CCCC1 | 2.9 | -2.2 | -2.1 | -2.7 | 0.4 | 0.0 | -24.9 | 0.1
O=C1COc2ccc(C(=O)COC(=O)C3(c4ccc(F)cc4)CCCC3)cc2N1 | 5.5 | 3.3 | -21.6 | 1.8 | 5.9 | 8.5 | 10.8 | 11.1
COc1cc(NC(=O)c2ccc(-c3cncnc3)nc2)cc(OC)c1 | -2.5 | -22.8 | -14.3 | -101.4 | -19.6 | -57.3 | i | -8.7
Cc1cc(=O)[nH]c(NC2CCN(S(=O)(=O)c3ccc(C(F)(F)F)cc3)CC2)n1 | -0.2 | 5.4 | 1.4 | 2.9 | 0.9 | 0.5 | 2.7 | 0.2
Cc1noc(C)c1COC(=O)c1ccc(Cl)c(S(=O)(=O)N(Cc2ccccc2)c2ccccc2)c1 | 2.6 | 6.4 | 9.7 | 6.0 | -14.2 | 5.5 | 6.8 | 2.0
COc1ccc(C(=O)Nc2cccc(-c3nc4ncccc4o3)c2)cc1 | -0.6 | -7.0 | 4.0 | -7.1 | -1.3 | -9.1 | -18.7 | -1.8
COc1ccccc1NC(=O)CCNc1cc(C)nc2nc(-c3cccnc3)nn12 | -0.5 | 7.4 | 7.3 | 14.6 | 17.4 | 18.6 | 21.3 | -0.3
O=S1(=O)c2ccccc2O[C@H]2CCNCC[C@@H]2N1CC1CC1 | -0.2 | . | -4.8 | 0.3 | -5.1 | 2.6 | . | 0.8
CCCCN1CNc2c(c(=O)[nH]c(=O)n2CCc2ccccc2)C1 | -1.9 | 1.8 | -0.2 | 5.8 | 2.6 | 2.9 | 10.7 | 1.6
O=c1c2[nH]c3ccc(F)cc3c2ncn1CCN1CCCC1 | 2.6 | 10.9 | -23.1 | 5.2 | 1.7 | 6.3 | 17.3 | 0.5
Cc1cc(C)c(C(=O)CSc2nnc(-c3ccccc3)o2)cc1C | -4.2 | -16.3 | -0.2 | -17.5 | 56.3* | 5.4 | -57.3 | -1.6

USP17 inh: what is marked active above
SMILES | USP10 block | USP28 inh | USP7 inh | OTUD3 block | USP8 block | USP17 inh | USP30 inh | UCHL1 inh
COc1ccc(C(CC(=O)Nc2ccc(Cl)cc2F)NC(=O)C(F)(F)F)cc1 (stereo not drawn) | 5.7 | -6.2 | 3.8 | 1.7 | 1.3 | 30.7* | 11.8 | -1.3
CCOCCCn1c(SCC(=O)Nc2ccccc2C(F)(F)F)nc2ccccc2c1=O | 3.0 | 18.3 | -0.4 | 8.0 | 0.3 | 44.1* | 55.4* | -0.1
Cc1ccnc(SCc2cc(=O)c(OC(=O)c3c(F)cccc3Cl)co2)n1 | 0.3 | 15.9 | 8.1 | 3.8 | 31.1* | 38.8* | 26.5 | 6.2
CCc1ccc(N2CC(c3nnc(NC(=O)Cc4ccc(C)cc4)s3)CC2=O)cc1 (stereo not drawn) | 10.8 | 16.7 | 10.8 | 29.4 | -70.1 | 49.6* | 32.7* | 0.2
CO[C@H]1/C=C/C=C\C=C\C[C@@H](OC(=O)[C@H](C)NC(=O)C2CCCCC2)[C@H](C)[C@@H](O)/C(C)=C\CCC2=CC(=O)C=C(NC(=O)C1)C2=O | -2.8 | 3.8 | 9.6 | 1.2 | -10.3 | 45.7* | -13.6 | 2.4

(next part)
SMILES | USP10 block | USP28 inh | USP7 inh | OTUD3 block | USP8 block | USP17 inh | USP30 inh | UCHL1 inh
N#Cc1c2n(c(=O)n(CC(=O)N(C3CCCC3)C3CCS(=O)(=O)C3)c1=O)CCC2 (stereo not drawn) | -5.9 | -183.7 | -72.0 | -157.1 | -15.2 | -155.4 | i | -58.5
CCN1CCc2nc(NC(=O)CCCOc3ccc(C(C)=O)cc3)sc2C1 | -5.3 | 12.9 | 1.6 | 7.1 | -22.6 | 44.4* | 36.1* | 4.2
O=C(Nc1ccc(-c2nn3cnnc3s2)cc1)c1ccc(Br)cc1 | 14.6 | -6.8 | 3.4 | -0.8 | 14.2 | -9.4 | -15.1 | -0.6
COc1ccccc1NC(=O)N1CCc2nc3ccccc3n2C(Cc2ccccc2)C1 (stereo not drawn) | -1.4 | -8.0 | -2.1 | -8.9 | -9.2 | -12.9 | -13.4 | 0.1
CC(=O)Nc1ccc(S(=O)(=O)N2CCCn3c(nc4ccccc43)C2)cc1 | 2.8 | 0.2 | -1.2 | 3.6 | -9.3 | -4.1 | -7.2 | -2.2
O=C(CSc1nnc2n(-c3ccccc3)c(=O)c3ccccc3n12)c1ccc(F)cc1 | 26.3 | -4.0 | 8.5 | 4.2 | 36.4* | 3.4 | 2.9 | 1.6
COc1ccccc1NS(=O)(=O)c1ccc(Cl)c(NS(=O)(=O)c2ccccc2OC)c1 | 12.1 | -96.0 | 1.2 | -5.4 | 0.2 | -1.1 | -0.4 | 0.4
COc1ccc(CN(C(=O)c2ccc(CN3CCOCC3)o2)C(C(=O)NCC2CCCO2)c2ccc(F)cc2)cc1 (stereo not drawn) | -6.6 | -6.6 | -5.9 | -6.1 | -10.6 | -12.6 | -50.1 | -3.7
O=C(Nc1ccccc1N1CCOCC1)c1oc2ccccc2c1COc1ccccc1 | -2.2 | -10.4 | 2.0 | -27.1 | -8.3 | -7.4 | -70.8 | 0.0
CC(C)NC(=O)NC1CCN(c2nc3cccnc3n(Cc3ccccc3)c2=O)CC1 | 4.0 | -13.4 | -4.6 | -7.8 | 0.1 | -0.1 | -7.2 | -2.4
COc1ccc(CN2C(=O)c3cc(C)nn3CC2(C)C(=O)NCc2ccc(Cl)cc2)cc1 (stereo not drawn) | -0.7 | 8.7 | -0.2 | 3.2 | 15.3 | 9.6 | 21.7 | 5.3
CCOc1ccc(NC(=NC2CCCCC2)NS(C)(=O)=O)cc1 | -2.5 | . | 0.6 | 3.7 | -1.4 | 0.7 | . | 0.4
Nc1ccc(SCc2nnc(-c3cccc(F)c3)o2)cc1 | 3.8 | 24.3 | -0.2 | 10.5 | -35.5 | 7.0 | 13.2 | 2.4
Cn1c2ccccc2c(=O)c2c(=O)n(Cc3ccccc3)c(-c3ccco3)nc21 | 3.6 | 43.8* | 3.1 | 1.4 | 17.6 | 58.9* | -21.2 | 7.5
CC(C)CN1CCN(C(=O)c2cnc(-c3ccccc3)nc2-c2ccncc2)CC1 | -1.1 | -23.7 | -9.5 | -18.1 | -8.7 | -19.1 | -70.5 | -6.9
CC(=O)Nc1ccc(-n2cnc(C(=O)NC3CCC(C)CC3)c2)nc1 (stereo not drawn) | 1.9 | -1.7 | 1.9 | 3.3 | -0.2 | 11.8 | -86.7 | -1.4
CCOc1ccc(CNc2nc3ccc(C)cc3n3cnnc23)cc1OC | -6.9 | 0.1 | -3.5 | -3.3 | -6.5 | -0.4 | -0.3 | -5.0
O=C(CSc1ccc2ccccc2c1)Nc1cccc(S(=O)(=O)NC2=NCCC2)c1 | 3.6 | 15.6 | -3.1 | -0.5 | -65.2 | -8.4 | -7.8 | -0.2
CC(C)C(=O)N1Cc2ccccc2CC2(CCN(C)CC2)C1 | -1.1 | 3.7 | -6.3 | 3.8 | 1.3 | -5.2 | 7.8 | -0.3
CNc1nc2c(c(=O)n1-c1ccccc1)CN(C(=O)Cc1ccccc1)CC2 | 3.4 | 4.2 | 6.6 | 1.3 | 3.2 | 5.3 | 5.0 | 3.2
